Exocytosis inh – blocks lytic granule exocytosis; 0.66% of 360,000 active; inhibition, % at 10 µM; AID 651702; TALL-104 LAMP-1 surface exposure, flow cytometry; cells stimulated with thapsigargin and PMA;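 active means inhibition above about 55%, limit read from the data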
Vif imaging – HIV Vif inhibition; 0.35% of 340,000 active; HEK293T cells, Vif self-association by quenched fluorescence, imaging, 24 h; AID 602346; inhibition, % at 7.49 µM; in the data active means inhibition above about 50%, passing the limit was not always enough; further: some results filed as inactive read as strong as hits
NR2E3 ag-1 – activates human NR2E3 receptor; Q9Y5X4; CHO-S Gal4-NCOR/VP16-NR2E3 two-hybrid, luciferase; inhibition of corepressor binding, % at 3.98 µM; 0.35% of 360,000 active; AID 602229;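 active means inhibition above the mean of all tested compounds plus 3 SD, cut at about 70% in these data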;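 further: 0% = DMSO with NR2E3 transfected cells and 100% = cells lacking NR2E3 construct; higher means lower luciferase signal from less NR2E3 corepressor binding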
Target sequence (Q9Y5X4 whole entry, looked up, the tested form may be a part): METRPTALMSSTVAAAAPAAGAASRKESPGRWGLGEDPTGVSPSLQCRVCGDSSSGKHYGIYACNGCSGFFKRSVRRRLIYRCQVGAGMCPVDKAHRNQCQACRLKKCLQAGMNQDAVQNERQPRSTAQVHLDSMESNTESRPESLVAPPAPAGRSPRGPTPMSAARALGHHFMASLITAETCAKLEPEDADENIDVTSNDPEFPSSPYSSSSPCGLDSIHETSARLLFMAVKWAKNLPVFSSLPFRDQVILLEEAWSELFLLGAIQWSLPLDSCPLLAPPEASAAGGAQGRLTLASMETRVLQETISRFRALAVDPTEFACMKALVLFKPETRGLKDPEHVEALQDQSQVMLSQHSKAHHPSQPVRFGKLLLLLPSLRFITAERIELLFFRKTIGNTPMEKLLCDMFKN
HIF-2a inh – HIF-2a inhibition; 786-0 RCC cells HIF-2a reporter, luciferase luminescence, overnight; inhibition, % at 18.8 µM; 0.72% of 360,000 active;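 active means inhibition of the luminescence signal of 40% or more relative to plate controls, in a single-dose primary screen at 18.75 µM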
TRPM1 prom inh – reduces MITF-dependent TRPM1 promoter luciferase signal; 0.83% of 330,000 active; AID 488899; inhibition, % at 12.5 µM; SK-MEL-5 TRPM1 promoter luciferase, 24 h;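 active means mean inhibition across replicates of 60% or more, whatever share of single replicates reaches that level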; further: values of inactives mirror those of a sister screen read the other way
iPSC survival up – enhancers of human iPSC single-cell survival; hiPSC single-cell survival, ATPlite luminescence; 100% = ROCK inhibitor wells, 0% = DMSO; survival enhancement, % at 20 µM; 0.044% of 360,000 active; in the data active means survival enhancement above about 18%;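 further: cells exposed to compounds for 16 hours before the ATP read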
NR2E3 ag-2 – agonists of human nuclear receptor NR2E3 | Q9Y5X4 | GST-NR2E3/biotin-RetCOR TR-FRET, 1536-well | inhibition of corepressor binding, % at 4.78 µM | 0.12% of 320,000 active | AID 2300;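 active means percent inhibition above the cutoff of mean plus 3 SD of all tested compounds, set per screening campaign, cut at about 20% in these data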;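 further: 0% = DMSO wells and 100% = biotin wells as full block of FRET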
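Material: NR2E3–RetCOR corepressor complex / Incubation: Compound–protein incubation for 5 h at 4 °C / Dosing: compound at 4.8 µM, single dose / Detection: time-resolved FRET / Benchmarks: high control biotin, low control 0.6% DMSO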
aDG glyco up – increases alpha dystroglycan glycosylation; Pro5-aDG cells, alpha-DG glycosylation AlphaScreen (IIH6); 0% Pro5, 100% B10-LARGE cell signal; activation, % at 10 µM; 0.22% of 360,000 active; AID 624168;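 active means activation of at least 8% versus controls, or a plate z-score of at least 8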;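 further: Pro5 are CHO cells carrying HIG-tagged alpha-DG that lacks glycosylation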
Peg3 prom inh – reduces Peg3 promoter-driven luciferase expression in HeLa; HeLa PEG-Prom luciferase reporter, luminescence, overnight; inhibition, % at 20 µM; 1.7% of 360,000 active;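 active means inhibition of at least 50% at 20 µM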
PDI turbidity – PDI (human) enzyme inhibition. PDI insulin aggregation turbidity, A650, 90 min. AID 588391. 0.052% of 350,000 active. P07237. inhibition, % at 10 µM;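 active means mean inhibition across replicates of 30% or more, whatever share of single replicates reach that level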;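 further: absorbance from insulin aggregation driven by PDI reduction with DTT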
Target sequence (P07237 whole entry, looked up): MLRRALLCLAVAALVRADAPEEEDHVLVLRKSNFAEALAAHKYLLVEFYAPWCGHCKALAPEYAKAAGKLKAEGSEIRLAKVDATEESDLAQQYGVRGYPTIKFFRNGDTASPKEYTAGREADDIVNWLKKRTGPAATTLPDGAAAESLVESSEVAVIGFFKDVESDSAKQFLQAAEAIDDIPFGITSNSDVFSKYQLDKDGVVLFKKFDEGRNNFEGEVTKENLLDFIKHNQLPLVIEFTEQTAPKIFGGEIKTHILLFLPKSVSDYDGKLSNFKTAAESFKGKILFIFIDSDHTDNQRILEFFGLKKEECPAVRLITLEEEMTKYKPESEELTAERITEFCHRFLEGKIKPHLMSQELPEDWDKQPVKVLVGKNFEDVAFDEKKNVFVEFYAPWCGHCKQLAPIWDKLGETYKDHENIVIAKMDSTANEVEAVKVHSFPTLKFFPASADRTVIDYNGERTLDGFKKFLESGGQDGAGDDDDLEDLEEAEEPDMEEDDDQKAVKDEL
CaV13 FRET inh – Disruptors of the CACNA1D IQ motif to Ca2+-dependent inactivation inhibitor domain association, primary screening, Förster resonance energy transfer in intact living …; HEK cells, CFP/YFP FRET ICDI-IQ, plate reader, 10 min; percent FRET-ratio fall versus neutral wells; inhibition, % at 12.3 µM; 0.098% of 340,000 active;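 active means mean replicate inhibition of at least 30% and at least 1% of replicates passing that level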;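 further: 0% = median of the neutral control wells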
* = called active by the depositor; nt = not tested or not shown.

SMILES	Exocytosis inh	Vif imaging	NR2E3 ag-1	HIF-2a inh	TRPM1 prom inh	iPSC survival up	NR2E3 ag-2	aDG glyco up	Peg3 prom inh	PDI turbidity	CaV13 FRET inh
O=C(NS(=O)(=O)Oc1ccc(F)c(Cl)c1)OC[C@@H]1CCCN2CCCCC12 (some centres not stated)	0	-8	-31	9	-6	0.1	-2	-0.2	-1	17	-7
CC(C)CCNC(=O)CN(C(=O)CCC(=O)Nc1ccccn1)c1ccc2c(c1)OCCO2	-3	6	-8	6	13	-0.4	-1	0.0	-86	5	-5
O=C(COC(=O)C12CC3CC(CC(Br)(C3)C1)C2)NNC(=O)c1ccccc1	-4	-2	-15	5	10	0.2	1	-0.1	-10	-2	-3
C/C(=N\NC(=O)CN(c1ccccc1Br)S(C)(=O)=O)c1cccs1	1	-4	-14	14	7	-1.0	0	-0.1	14	-2	-2
COC(F)(C(=O)Nc1ccc2c(c1)C(=O)NC2=O)C(F)(F)F (configuration not stated)	-1	14	-3	14	-2	-0.1	-2	0.0	-3	-4	-6
CC(=O)c1cccc(NC(=O)CCn2c(=O)oc3ccccc32)c1	11	-5	-11	-12	-15	-0.2	1	0.0	7	-13	-7
C=C1CCN(c2ccc(C(=O)NCc3ccc(C)cc3)cc2[N+](=O)[O-])CC1	17	-4	-18	-28	-12	4.5	-1	0.0	-17	-15	-8
COc1cc(NC(=O)Nc2ccccc2)c(OC)cc1NC(=O)CN1CCCCC1	0	-3	-4	-41	-9	-0.4	-3	-0.2	-33	-5	-5
CC(=O)Nc1ccc(N2C(=O)CSC2c2c(F)cccc2Cl)cc1 (configuration not stated)	-1	-1	1	23	10	-0.3	-1	0.0	5	2	-3
O=C(c1ccc(Cl)c([N+](=O)[O-])c1)N(Cc1cccc(Cl)c1)C1CCS(=O)(=O)C1 (configuration not stated)	-4	nt	-21	15	10	-0.1	0	0.4	-13	6	-5
CCN(CC)CCn1c(NCc2ccccn2)nc2ccccc21	-1	-1	2	-6	-2	0.8	3	-0.2	-3	6	-3
O=C(NCCCN1CCOCC1)c1cccc(S(=O)(=O)N2CCOCC2)c1	-3	-3	-5	10	0	0.6	-1	0.2	-10	-2	-2
CCC(=O)Nc1ccc(-c2nnc(SCC(=O)Nc3nccs3)n2C)cc1	-1	-4	-7	8	-8	-2.9	4	-0.3	7	7	-6
COc1ccc(C(=O)NC(=S)Nc2cccnc2)cc1[N+](=O)[O-]	1	23	-22	-6	-5	-0.8	-2	-0.5	-30	-4	-3
COc1ccccc1Nc1nc(C)cc(=O)[nH]1	-2	2	-8	6	1	-0.2	-5	-0.1	1	-11	nt
CC(C)C(C(=O)NCC1CCCO1)N(C(=O)CNS(=O)(=O)c1ccc(F)cc1)c1ccccc1 (configuration not stated)	-10	16	-28	8	1	-0.3	3	-0.1	9	-3	-2
O=C(C1=C[C@H](c2ccccc2)C[C@H](OCc2ccc(CO)cc2)O1)N1CCN(Cc2ccccc2)CC1	-2	-17	-11	16	2	2.9	2	0.9	12	-2	-5
CC(=O)c1ccc(NC(=O)c2ccccc2Sc2ncnc3sc(C)c(C)c23)cc1	8	7	-13	-11	-5	-0.8	0	0.4	-9	-22	-9
CC1CC1C(=O)OCC(=O)Nc1ccc(S(=O)(=O)N2CCOCC2)cc1 (configuration not stated)	-2	-3	-6	11	-4	0.9	nt	-0.2	-6	5	-6
COc1ccc(CNC(=O)Cn2nc(-c3ccc4c(c3)OCCO4)ccc2=O)cc1	-2	1	6	3	17	-3.1	1	-0.1	-3	1	-9
Cc1cc(=O)[nH]c(-c2cccnc2)n1	0	4	-12	15	1	-1.2	-4	0.2	9	-3	-7
CCOC(=O)/C=c1\s/c(=C\c2ccc(C(F)(F)F)cc2)c(=O)n1CC(=O)NCc1ccco1	-2	-17	-4	14	-10	-1.9	0	-0.3	24	-9	-5
O=C1N(Cc2ccccc2)c2ccccc2C12OCCO2	2	2	-4	27	0	0.0	0	0.2	-1	6	-3
CC1CCCN(Cc2c(O)ccc3c4c(c(=O)oc23)CCCC4)C1 (configuration not stated)	6	2	4	1	-9	-0.2	6	0.0	1	-2	-3
COC(=O)C1=C(SC)N(c2ccccc2)C(c2ccccc2)CC1=O (configuration not stated)	-2	0	15	-1	-10	1.2	-3	0.1	3	-6	-5

Going on with the list.
SMILES	Exocytosis inh	Vif imaging	NR2E3 ag-1	HIF-2a inh	TRPM1 prom inh	iPSC survival up	NR2E3 ag-2	aDG glyco up	Peg3 prom inh	PDI turbidity	CaV13 FRET inh
Cc1cc(C)n(CC(=O)N2CCCC(N3CCN(c4ccccc4C)CC3)C2)n1 (configuration not stated)	27	-1	14	6	13	-0.1	4	0.7	0	-4	-5
O=C(NCCO)C(=O)Nc1cc2c3c(c1)CC(=O)N3CCC2	-6	-7	3	7	-7	0.3	-3	-0.1	20	13	-3
O=C(CSc1ccccc1)NNC(=O)c1ccncc1	4	-2	-11	15	-9	0.2	nt	0.1	5	-3	-5
Cc1ccc(/C(O)=C2/C(=O)C(=O)OC2c2ccc(Cl)cc2)cc1 (configuration not stated)	0	4	-2	-44	4	0.8	12	0.2	-36	-5	-7
O=C1C(Cl)=C(Nc2ccc(F)cc2)C(=O)N1CCc1ccccc1	-2	-3	-18	-26	-30	0.4	1	0.6	-15	-1	-170
O=C(/C=C\N1CCOCC1)c1ccc(Br)cc1	14	8	-31	-145	-15	1.1	2	-0.1	-142	-1	-2
COc1ccc(OC)c(N(CC(=O)N2CCN(Cc3ccccc3)CC2)S(C)(=O)=O)c1	-2	-1	-16	16	0	-0.3	2	0.1	10	-1	-6
Cc1ccc(-c2cnn(-c3cccc([N+](=O)[O-])c3)c2N)cc1	3	-9	-77	-214	-60	-1.8	2	-0.4	-236	0	-4
CCOc1ccc(OCCOC(=O)CN(C)S(=O)(=O)c2ccc(NC(C)=O)cc2)cc1	0	-14	0	-12	-4	1.2	0	-0.3	2	-5	-6
O=C(O)c1ccccc1NC(=O)N1CCOCC1	6	2	-34	16	5	1.4	3	0.1	0	4	-3
COc1ccc(-n2c(COc3cccc4ccccc34)nnc2SCC#N)cc1	10	-18	-29	-8	3	-1.6	0	0.4	-3	-1	2
O=C(C1=C(O)C(=O)N(c2ncccn2)C1c1cccs1)c1ccco1 (configuration not stated)	0	0	-34	-11	6	0.3	5	0.2	1	7	-5
CN(C)S(=O)(=O)c1ccc(C(=O)OCC(=O)Nc2cccnc2Cl)cc1	-2	-1	17	5	-9	0.6	2	-0.1	3	2	-4
Cc1ccc(NC(=O)NN2CCOCC2)cc1	7	8	-40	-73	-13	0.0	-2	0.2	-103	3	-6
CCC1(c2ccccc2)NC(=O)N(CC(=O)Nc2ccc(S(=O)(=O)Nc3ncccn3)cc2)C1=O (configuration not stated)	1	4	3	8	0	0.6	0	0.0	8	1	-6
COc1cc(OC)cc(C(=O)NC(C(=O)NNC(=O)c2cc(Cl)ccc2OC)C(C)C)c1 (configuration not stated)	2	-25	-20	20	18	0.2	2	0.3	7	8	-2
CCN(CC)c1ccc(NC(=O)c2ccc(=O)[nH]c2)cc1S(=O)(=O)Nc1ccccc1OC	7	5	-10	18	-3	0.2	0	-0.5	21	7	-3
CCC1Sc2ccc(S(=O)(=O)CCC(=O)Nc3cccc(Br)c3)cc2NC1=O (configuration not stated)	3	-3	-16	5	-3	-0.2	2	0.0	11	10	-16
CCOc1ccc(CCNC(=O)c2ccc3ccccc3n2)cc1OCC	-8	-9	-70	-138	1	0.6	0	1.0	-115	5	-6
O=C(Nc1c2c(nn1-c1ccc(F)cc1)CSC2)c1ccc(S(=O)(=O)N2CCOCC2)cc1	-2	-4	9	2	-6	-1.1	0	-0.1	13	12	nt
CN(C)c1nc(N(C)C)c2cnn(C)c2n1	-4	29	-4	11	-13	0.8	nt	0.0	1	-3	-2
CC(/C=C1\SC(=S)N(CC(=O)O)C1=O)=C\c1ccccc1	-9	-1	-66	-38	-6	-0.1	1	0.0	-23	5	2
Cc1ccc(OCCCCn2cnc3ccccc32)c(C)c1	0	-32	72*	-218	19	-1.1	-1	3.3	-132	-12	-4
COc1ccc(N(CC(=O)N2CCN(C)CC2)S(=O)(=O)c2ccccc2)cc1	-13	10	3	4	7	-0.1	4	-0.2	0	-1	-2
O=C(CN1CCC(NC(=O)c2ccccc2Cl)CC1)NCc1ccccc1	-2	3	-10	-2	-5	-0.4	8	0.1	-6	-5	-2

Some of these compounds in order of their number in PDI turbidity, smallest number first:
structure	PDI turbidity
O=C(/C=C\N1CCOCC1)c1ccc(Br)cc1	-1
CCN(CC)c1ccc(NC(=O)c2ccc(=O)[nH]c2)cc1S(=O)(=O)Nc1ccccc1OC	7
O=C(Nc1c2c(nn1-c1ccc(F)cc1)CSC2)c1ccc(S(=O)(=O)N2CCOCC2)cc1	12

Other entries.
SMILES	Exocytosis inh	Vif imaging	NR2E3 ag-1	HIF-2a inh	TRPM1 prom inh	iPSC survival up	NR2E3 ag-2	aDG glyco up	Peg3 prom inh	PDI turbidity	CaV13 FRET inh
O=C(NC12CC3CC(CC(C3)C1)C2)c1cnccn1	-6	22	-21	8	-5	0.1	0	0.8	-2	1	-4
O=CN1CCN(C(=O)c2ccccc2F)CC1	1	5	-5	0	-1	-0.5	1	0.1	13	1	-5
CC(C)CCNC(=O)C(=O)Nc1cc2c3c(c1)CCC(=O)N3CCC2	-3	-3	9	9	9	-0.4	1	0.2	-13	1	-2
O=C(Nc1ccn(CCCNCCN2CCOCC2)c(=O)n1)OCc1ccccc1	0	nt	4	-1	-3	1.1	nt	0.0	-2	-16	-9
COc1ccc(Nc2nnc(SCc3cn4c(C)cccc4n3)s2)cc1	0	-1	-67	-16	13	-1.0	1	0.1	23	-1	-6
Cc1ccccc1Nc1nc(N)[nH]c(=O)c1N=O	1	nt	6	7	nt	-0.9	nt	-0.4	1	nt	-12
O=C(CN1CCN(S(=O)(=O)c2cccc(F)c2)CC1)NCC1(N2CCOCC2)CCCCC1	-4	8	13	2	2	2.7	-2	0.0	-8	-4	-2
CCc1nc2n[nH]c(N)c2c2c1CCCC2	-1	-4	0	13	23	9.8	0	-0.2	6	-10	nt
CCOc1ccc(N(CC(=O)NCc2ccc(Cl)cc2)S(=O)(=O)c2ccccc2)cc1	77*	-1	-23	9	9	0.3	-1	0.3	12	3	-4
CCC(=O)c1ccc(N2CCCCCC2)c(F)c1	-4	-4	-23	-166	-50	0.6	4	0.0	-199	-5	-5
COc1ccccc1N1CCN(Cc2ccc(C(=O)O)cc2)CC1	0	1	3	14	0	0.8	-1	0.0	3	2	-2
Cc1nn(C)c(C)c1S(=O)(=O)N(CC(=O)Nc1ccccn1)c1ccc(C(C)C)cc1	4	-1	-22	6	12	-1.0	5	-0.1	5	8	-5
O=C(CSc1nc2nn(-c3ccccc3)c(=O)c-2c2n1CCCCC2)Nc1ccc(F)c(F)c1	10	-1	0	-16	2	-1.4	nt	0.1	42	4	-6
